CHT PAM: allosterically activates the human high affinity choline transporter | Q9GZV3 | CHT-expressing cells, membrane potential dye, choline EC20; hits give high values; LV-AA mutant CHT in HEK293 cells | B-score at 10 µM | 310,000 tested, 0.49% active | AID 488977;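 active = initial fluorescence not abnormally high and integrated response B-score, plate-corrected, over 3 SD above library mean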
Target sequence (Q9GZV3 whole entry, looked up): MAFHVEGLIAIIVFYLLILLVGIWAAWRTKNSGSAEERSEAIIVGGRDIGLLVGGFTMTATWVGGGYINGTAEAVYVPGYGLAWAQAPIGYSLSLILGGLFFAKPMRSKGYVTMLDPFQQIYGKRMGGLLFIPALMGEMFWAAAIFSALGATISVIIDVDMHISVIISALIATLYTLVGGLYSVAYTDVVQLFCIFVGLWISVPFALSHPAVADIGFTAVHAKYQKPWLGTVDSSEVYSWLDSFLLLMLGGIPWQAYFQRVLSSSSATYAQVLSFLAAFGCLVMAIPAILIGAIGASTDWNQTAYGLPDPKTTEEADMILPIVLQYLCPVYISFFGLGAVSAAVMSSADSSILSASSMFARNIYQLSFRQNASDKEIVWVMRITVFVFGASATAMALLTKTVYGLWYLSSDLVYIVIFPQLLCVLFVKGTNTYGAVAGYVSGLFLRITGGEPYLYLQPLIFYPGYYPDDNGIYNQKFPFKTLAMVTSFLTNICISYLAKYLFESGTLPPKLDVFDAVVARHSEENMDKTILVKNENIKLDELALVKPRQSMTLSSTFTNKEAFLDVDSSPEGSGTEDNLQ
OX1R antag: antagonists of human orexin 1 receptor; O43613; CHO/OX1R cells, Fluo-8 calcium fluorescence, orexin A; AID 434989; inhibition, % at 5 µM; 330,000 tested, 0.43% active;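 active = inhibition above its plate's threshold, mean inhibition of all tested compounds on the plate plus 3 SD, cut at about 37% in these data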;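 note: 0% = orexin A challenge wells and 100% = SB-334867-A antagonist wells; not every result past the cut was called active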
Target sequence (O43613 whole entry, looked up): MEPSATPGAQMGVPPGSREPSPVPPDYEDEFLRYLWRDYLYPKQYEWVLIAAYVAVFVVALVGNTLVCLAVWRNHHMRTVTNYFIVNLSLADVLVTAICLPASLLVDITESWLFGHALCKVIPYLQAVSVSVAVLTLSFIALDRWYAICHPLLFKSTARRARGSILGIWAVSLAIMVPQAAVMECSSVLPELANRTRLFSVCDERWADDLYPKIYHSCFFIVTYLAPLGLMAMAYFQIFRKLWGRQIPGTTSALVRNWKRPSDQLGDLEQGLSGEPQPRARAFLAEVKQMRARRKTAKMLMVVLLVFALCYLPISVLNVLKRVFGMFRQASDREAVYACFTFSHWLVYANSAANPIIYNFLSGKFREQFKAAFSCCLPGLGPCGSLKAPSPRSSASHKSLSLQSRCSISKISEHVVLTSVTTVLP
* marks the source's active call; other numbers are inactive results; i = inactive; · = not tested or not shown.

SMILES	CHT PAM	OX1R antag
CCC/C(O)=C1\C(=O)CC(C)(C)CC1=Nc1ccc(OC)cc1OC	i	-30
CN(C)CCNC(=O)c1c(CSc2ccc(Cl)cc2)noc1C(=O)NCc1ccccc1	i	-21
C=CC[C@H](CC(=O)NCCO)C(=O)N[C@@H](C)COC(=O)[C@@H](CC=C)CC(=O)OC(C)(C)C	·	-10
COC(=O)CSc1nnc(C)c(=O)[nH]1	i	0
O=C(O)CSc1ccc2ccccc2n1	i	-18
CC1(C)CC(=O)C(C2c3ccccc3Oc3ccccc32)C(=O)C1	i	-3
COCc1cc(C)nc(OCC(=O)N/N=C/c2ccccc2O)c1C#N	i	-15
CCCOc1ccc(C(=O)Nc2ccc(N3CCN(C(=O)c4ccco4)CC3)cc2)cc1	i	-27
COc1ccc(C(C(=O)NCc2ccccc2)N(Cc2ccco2)C(=O)c2snc(C(N)=O)c2N)cc1OC (centres undefined)	i	-7
Cc1nc2ccccn2c1C(=O)NN=C1C2CC3CC(C2)CC1C3	i	-22
Cc1ccc(S(=O)(=O)Nc2nsc(N)n2)cc1	i	-8
O=[N+]([O-])c1ccc(CNc2ccc(Cl)cc2)s1	i	-12
CCc1ccccc1-n1c(SCC(=O)NC)nnc1-c1cccnc1	i	-1
O=C(C1CCN(S(=O)(=O)c2cccs2)CC1)N1CCCCCC1	i	-7
COc1ccc(OCC(=O)N2CCN(c3cccc(Cl)c3)CC2)cc1	i	-10

A second format for part of the listing above:
Molecule | CHT PAM | OX1R antag
COc1ccc(OCC(=O)N2CCN(c3cccc(Cl)c3)CC2)cc1 | i | -10
O=C(O)CSc1ccc2ccccc2n1 | i | -18
CCCOc1ccc(C(=O)Nc2ccc(N3CCN(C(=O)c4ccco4)CC3)cc2)cc1 | i | -27
O=C(C1CCN(S(=O)(=O)c2cccs2)CC1)N1CCCCCC1 | i | -7

Following part:
SMILES	CHT PAM	OX1R antag
Nc1c(C(=O)N2CCOCC2)sc(=S)n1-c1ccccc1	i	-6
COC(=O)c1n[nH]n(-c2cc(Cl)cc(Cl)c2)c1=O	i	-9
Clc1ccc(C(c2nnnn2CCc2ccccc2)N2CCSCC2)cc1 (centres undefined)	i	1
CN(C)c1ccc(/C=C2\CCCCC2=O)cc1	i	-7
O=C(CSc1ccc(-c2cccnc2)nn1)N1CCCCC1	i	1
O=C(NCc1ccc2c(c1)OCO2)c1cc(-c2cc(Cl)ccc2O)n[nH]1	i	-19
Cc1ccc(CN2C3=NCCN3c3ccccc32)cc1	i	-16
O=C(c1ccc(Cl)cc1)N1CCCCC(Cl)C1=O (centres undefined)	i	-11
CC1SCC(=NOCc2c(Cl)cccc2Cl)CS1 (centres undefined)	i	-10
CCOc1ccccc1NC(=O)c1ccccc1-c1nc(-c2ccccc2OC)no1	i	45*
CCCCC(=O)Nc1ccccc1N1CCN(c2ccccc2)CC1	i	-29
Oc1ccccc1-c1cc(-c2ccccc2)no1	i	2
O=C(CSc1nnc2sc3ccccc3n12)NCc1ccco1	i	-18
C=CCn1c(COc2ccccc2-c2ccccc2)nnc1SCC(=O)NC(=O)NCc1ccco1	i	12
C[C@@]12C(=O)Nc3ccc(Br)cc3C(=O)N1[C@H]1c3cc(Br)ccc3OC[C@@H]1[C@@H]2c1ccccc1	i	-4
COc1ccc(S(=O)(=O)NC(CC(=O)NCCc2ccc(OC)c(OC)c2)c2ccco2)cc1 (centres undefined)	i	-10
O=C(CC(c1ccccc1)c1cc(Cl)ccc1O)N1CCCC1 (centres undefined)	i	-19
COc1ccc(-c2nc3ccccc3n2Cc2ccccc2)cc1	i	-22
COc1ccc(C(=O)C(CO)Oc2ccccc2OC)cc1OC (centres undefined)	i	-13
COc1cc(NC(=O)CSc2nc3c(c(=O)[nH]2)CCCC3)cc(OC)c1OC	i	-23
CC(C)(C)OC(=O)[C@H](Cc1ccccc1)NC(=O)c1nc[nH]c1C(=O)N[C@@H](CCCCN)C(=O)OC(C)(C)C	·	10
Fc1ccc(NC(=S)NNc2ncc(C(F)(F)F)cc2Cl)c(F)c1	i	24
CCCc1cc(=O)[nH]c(SCC(=O)N2CCC(C(=O)OCC)CC2)n1	i	-6
Cc1ccc(C2(c3ccc(C)cc3)NC(=O)N(CC(=O)NCCCN3CCCC3=O)C2=O)cc1	·	-11
CCCCNC(=O)c1cn(C)c2ccc(S(=O)(=O)N3CCCC3)cc2c1=O	i	-20
Cc1cccc(/C=C/c2onc(C)c2S(=O)(=O)N2CCC(C(=O)NC(C)C)CC2)c1	i	-18
O=c1c(-c2ccc3c(c2)OCCO3)coc2cc(O)cc(O)c12	i	12
Cn1/c(=N\NC(=O)C2CCCCC2)sc2ccccc21	i	-10
CCCCn1c(SCC(=O)N2CCOCC2)nc2c1c(=O)n(C)c(=O)n2C	i	-7
O=C(CCN1C(=O)C2C3C=CC(C3)C2C1=O)Nc1c(F)cccc1F (centres undefined)	i	3
N#CCCN1CCN(C(=O)c2c(N)no[n+]2[O-])CC1	i	-8
COc1ccc(C(=O)/C=C(\N)C(F)(F)F)c(O)c1	i	-9
Cc1nccn1CC(O)COc1ccc([N+](=O)[O-])cc1 (centres undefined)	i	6
COc1cccc2c1Oc1ncccc1N(C(=O)CCC(=O)NCc1ccc(F)cc1)C2	i	-15
CCC(C)(C)n1nnnc1CN(Cc1cc2cc(OC)c(OC)cc2[nH]c1=O)C1CCCC1	i	-15
C=CCc1cccc(CNc2ccc(S(=O)(=O)Nc3nccnc3OC)cc2)c1O	i	1
CCOC(=O)c1c2c(n(C)c1C)C(=O)C(=O)c1ccc(Br)cc1-2	i	-10
CCOc1ccc(S(=O)(=O)N2CCCC(C(=O)N3CCN(c4ccccc4)CC3)C2)cc1 (centres undefined)	i	-31
CCc1ccc(-n2c(SCC(=O)Nc3ccc(C(=O)O)cc3)nnc2-c2ccncc2)cc1	i	3
CC(=O)c1ccc(S(=O)(=O)N(C)CC(=O)NCc2ccco2)cc1	·	-20
C[C@@H](OC(=O)N(C)Cc1ccccc1)[C@H]1O[C@]2(C)CCCC[C@H]1O2	·	-1
COC(=O)[C@@H](N)Cc1ccc(O)c(O)c1	i	-1
COc1cc(C(=O)OCC(=O)NCCN2C(=O)CSC2=O)ccc1OCc1c(C)noc1C	i	1
CCOC(=O)N1CCN(S(=O)(=O)c2ccc(Br)s2)CC1	i	-15
C[C@@H]1CC=C[C@@H]2[C@H]1C(=O)N(Cc1ccccc1)[C@H]2c1cccc(C#Cc2ccccc2)c1	·	-12

Whole records as entered above. Order of screens: CHT PAM, OX1R antag
CCOC(=O)N1CCN(S(=O)(=O)c2ccc(Br)s2)CC1 is listed with i, -15
CCOC(=O)c1c2c(n(C)c1C)C(=O)C(=O)c1ccc(Br)cc1-2 is listed with i, -10

Further compounds follow:
SMILES	CHT PAM	OX1R antag
Cc1cc(Cl)ccc1C(=O)C1CCCN(C(=O)/C=C/c2cnn(C)c2)C1 (centres undefined)	i	-17
Cc1cccc(N2CCC(N3CCN(C4CCCCC4)C(CCO)C3)CC2)c1C (centres undefined)	i	-19
Cn1nc(C(=O)N2CCN(c3ccccn3)CC2)c2ccccc2c1=O	i	-10
c1cc2[nH]snc2c2nc(C3CC3)nc12	i	-10
O=C1CSC(c2c(F)cccc2Cl)N1c1cccc(F)c1 (centres undefined)	i	-12
CCOC(=O)Cc1csc(NC(=O)/C=C/c2cccc(Br)c2)n1	i	-19
O=C(O)COc1ccc2c(c1)CCCC2	i	-1
COc1ccccc1C(=O)NC(=O)COC(=O)C1CC1	i	-16
COc1cccc(C(=O)N2CCn3c2nc2ccccc23)c1	i	3
CCCCCC(=O)N/N=C(\C)c1ccc(N2CCCCC2)cc1	i	-16
Cc1ccc(S(=O)(=O)N2CCCCC2C(=O)O)cc1 (centres undefined)	i	-19
COC(=O)C1=C(C)N(c2ccc(Cl)c(Cl)c2)C(=O)C1	i	-19
CCOc1ccc(S(=O)(=O)NCc2ccc(F)cc2)c2cccnc12	i	-31
COc1ccc(COC(=O)c2cc([N+](=O)[O-])ccc2N2CCOCC2)cc1F	9.4*	-26
O=C(Nc1ccc2c(c1)OCO2)C1CC(c2ccccc2O)=NO1 (centres undefined)	i	-17
CCOC(=O)c1nc[nH]c1C	i	-4
COC(=O)c1cc(NC(=O)C2CC=CCC2C(=O)O)cc(C(=O)OC)c1 (centres undefined)	i	-14
COc1ccccc1OCCNC(=O)c1ccc(S(=O)(=O)N(C)C)cc1	i	-14
COc1cc2c(cc1NC(=O)c1cc(-c3cccnc3)nc3ccc(C)cc13)oc1ccccc12	i	-23
CC1(C)Cc2c(sc(NC(=O)C(C)(C)C)c2C#N)C(C)(C)N1	i	-19
O=C(c1ccc(-n2c(SCc3cc(F)ccc3F)nc3ccccc3c2=O)cc1)N1CCOCC1	i	-17
CCCCn1c(SCc2cccc([N+](=O)[O-])c2)nc2ccsc2c1=O	i	-5
Cc1cc(NC(=O)CSc2nnc(-c3cccs3)n2N)no1	i	-1
O=C(CCc1nc2ccccc2c(=O)[nH]1)NNC(=O)COc1cccc(F)c1	·	-4
O=C(Oc1c(-c2ccccc2)c(=O)n2c3c(cccc13)CC2)c1ccco1	i	-35
c1cncc(-c2nc(NCC3COc4ccccc4O3)c3ccccc3n2)c1 (centres undefined)	i	21
COc1cc(/C=N\NC(=O)c2cccnc2)ccc1OC(=O)c1ccccc1Cl	i	-10
CN1CCN(C(=S)NC(=O)c2ccccc2Cl)CC1	i	-10
Cn1c(C(=O)NCCN2CCCCCC2)cc2c(=O)n(C)c3ccccc3c21	i	-5
Cc1cc(S(=O)(=O)N2CCN(Cc3ccccc3)CC2)c(C)s1	i	-27
COCC(C)n1c(C)cc(C(=O)COC(=O)/C=C/c2cccc(F)c2)c1C (centres undefined)	i	-18
N/C(=N\OC(=O)CC1CCCCC1)c1cccc(Br)c1	i	5
O=C(NCC1CCCN(C(=O)c2cccc(C(F)(F)F)c2)C1)c1ccc(F)cc1 (centres undefined)	i	-25
O=C(Nc1nc2ccccc2[nH]1)c1cccc(Br)c1	i	-27
COc1ccccc1NC(=O)CSc1nnc(C2CCCCC2)o1	i	-26
CN(C)CCCCCN(C)Cc1cc2ccccc2o1	i	-14
NC(=O)Nc1ccc(C(=O)OCC(=O)N(Cc2ccccc2)C2CCS(=O)(=O)C2)cc1 (centres undefined)	i	-5
Cc1ccc(NC(=O)C2CC(=O)Nc3nncn32)cc1 (centres undefined)	i	0
CCC(C)C(NC(=O)C1CCC(=O)N1C(=O)OCc1ccccc1)C(=O)NC(C(=O)N1CCCC1C(N)=O)C(C)CC (centres undefined)	i	-2
CCOc1ncccc1C(=O)Nc1nnc(C(CC)CC)s1	i	-40
Cc1ccc(C(=O)O)cc1N=Cc1cc(Br)cc(Br)c1O	i	-6
Cc1ccc(C(C)NC(=O)C2CCCC2)c(C)c1 (centres undefined)	i	-17
COC(=O)c1ccc(-c2cc3onc(-c4ccccc4)c3c(=O)n2C)cc1	i	-25
COc1ccccc1N1CCN(CCOc2c(OC)cccc2OC)CC1	i	-28
Cn1c(SCC(=O)NC(C)(C)C)nnc1-c1cnccn1	i	-8

Copied from the listing for reference:
SMILES	CHT PAM	OX1R antag
COc1ccc(C(=O)C(CO)Oc2ccccc2OC)cc1OC (centres undefined)	i	-13
COc1cc(NC(=O)CSc2nc3c(c(=O)[nH]2)CCCC3)cc(OC)c1OC	i	-23
CC(C)(C)OC(=O)[C@H](Cc1ccccc1)NC(=O)c1nc[nH]c1C(=O)N[C@@H](CCCCN)C(=O)OC(C)(C)C	·	10
Fc1ccc(NC(=S)NNc2ncc(C(F)(F)F)cc2Cl)c(F)c1	i	24
CCCc1cc(=O)[nH]c(SCC(=O)N2CCC(C(=O)OCC)CC2)n1	i	-6
Cc1ccc(C2(c3ccc(C)cc3)NC(=O)N(CC(=O)NCCCN3CCCC3=O)C2=O)cc1	·	-11
CCCCNC(=O)c1cn(C)c2ccc(S(=O)(=O)N3CCCC3)cc2c1=O	i	-20

(continued)
SMILES	CHT PAM	OX1R antag
O=C(NCCCn1ccnc1)NC(C(F)(F)F)C(F)(F)F	i	-10
Cc1ccccc1NC(=O)CSc1n[nH]c(-c2ccco2)n1	i	-14
Cc1ccc(Nc2nnc(SCC(=O)NC(Cc3c[nH]c4ccccc34)C(=O)O)s2)cc1 (centres undefined)	i	2
CN(C)c1cccc(C(=O)NNC(=O)NC2CCCCC2)c1	i	-27
COc1cc(C(=O)N2CCC(C(=O)Nc3cccc(C(C)=O)c3)CC2)cc(OC)c1OC	i	-12
O=C(NCCN1CCOCC1)c1ccc2ccccc2c1	i	2
CSc1nc2nc(-c3ccc(F)cc3)c(CCN3CCN(C)CC3)cn2n1	i	-7
CCC(=O)N1CCc2cc(S(=O)(=O)N(C)c3ccc(OC)cc3OC)ccc21	i	3
C/C(=N/O)c1no[n+]([O-])c1/C(C)=N\O	i	-8
O=C(c1ccc(F)cc1)N1CCN(C2CCC(c3ccccc3)CC2)CC1 (centres undefined)	i	-11
O=C(CSc1ccccc1)NN1C(=O)c2ccccc2C1=O	i	0
COc1ccc(C2C3=C(CC(C)(C)CC3=O)Nc3c2c(=O)[nH]c(=O)n3Cc2ccccc2)cc1 (centres undefined)	i	-10
Cc1ccc(N2CN(Cc3cccnc3)CNC2=S)cc1	i	-6
O=C(NC1CC1)C1CCN(C2CCN(C(=O)/C=C/c3cccs3)CC2)CC1	i	-10
CCOC(=O)C(NC(=O)CC)(Nc1sc2c(c1C(=O)OC)CCN(C)C2)C(F)(F)F (centres undefined)	7.5*	-13

Source: PubChem
